# From PubChem
# Luc counter: counter-screen: inhibitors of Kinase-Glo firefly luciferase; Q27757; Kinase-Glo luciferase, ATP luminescence, 8 min; Potency, µM (doses to about 38.3 µM), without a hit: at the top dose activity change, negative = inhibition, usual class: inhibitors; hit rate 0.28% among 200,000; AID 1379; further: potency means the concentration at half of the fitted maximal effect; on the % scale 0 is the no-effect control and ±100 the full control effect; nearly all actives have a fitted effect of over 60% in size
#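 Inhibition of Kinase-Glo luciferase light generation was assessed at 10 uM ATP in pH 7.2 imidazole buffer, with luminescence measured after eight minutes at ambient temperature.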
# GLA spleen mod: inhibits or activates alpha-galactosidase in human spleen homogenate; P06280; human spleen homogenate, 4MU-alpha-Gal fluorescence, 40 min; Potency, µM (doses to about 80 µM), for inactives: top-dose activity change, negative = inhibition, most hits filed as inhibitors; hit rate 0.008% among 240,000; AID 2107;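 further: potency means the concentration at half of the fitted maximal effect; 0% = enzyme with vehicle and -100% = no enzyme basal signal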
# Target sequence (P06280 32-429 limits assumed): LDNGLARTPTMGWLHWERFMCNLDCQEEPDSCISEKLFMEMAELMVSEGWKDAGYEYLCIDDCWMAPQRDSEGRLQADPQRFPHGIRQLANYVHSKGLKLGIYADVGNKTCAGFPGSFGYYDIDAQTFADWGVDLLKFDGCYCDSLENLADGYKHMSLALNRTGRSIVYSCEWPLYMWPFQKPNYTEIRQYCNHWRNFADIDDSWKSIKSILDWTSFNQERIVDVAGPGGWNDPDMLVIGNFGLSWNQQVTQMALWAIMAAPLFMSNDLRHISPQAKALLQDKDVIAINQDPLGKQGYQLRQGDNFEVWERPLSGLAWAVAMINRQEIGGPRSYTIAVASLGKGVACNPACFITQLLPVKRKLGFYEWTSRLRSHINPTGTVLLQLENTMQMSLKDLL
#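 qHTS titration in buffer at pH 5.0. Alpha-galactosidase activity in spleen homogenate was measured via 4-methylumbelliferone release from 1 mM fluorogenic substrate after 40 min at 37C and a pH 10 stop. AC50 came from Hill fits of control-normalized data.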
# IMPase Li inh: membrane-permeable IMPase blocker, potentiated with lithium; CHO-M1 cells, IP1 TR-FRET (IP-One), carbachol + lithium; Potency, µM (doses to about 59.4 µM), without a hit: at the top dose activity, negative = IMPase inhibition, hits mostly inhibitors; hit rate 0.35% among 210,000;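 further: IP1 builds up when IMPase is blocked and the TR-FRET signal falls; potency means the concentration at half of the fitted maximal effect; plate controls were basal vehicle for no effect and high inhibitor control for full effect; nearly all actives have a fitted effect of over 50% in size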
#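 Test compounds were applied to CHO-M1 cells previously cultured for 16–30 h at 2000 per well. A small lithium amount accompanied them; after 30 min at 37C, IP1 was quantified by TR-FRET.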
# Lamin A splicing: modulators of lamin A splicing | hit rate 0.01% among 200,000 | HeLa LMNA splicing GFP/RFP minigene ratio, 48 h | Potency, µM (doses to about 46.1 µM), for inactives: at the top dose ratio change, negative = inhibition, actives largely listed as inhibitors; active means well fitted inhibition curve with a large enough effect in the signal ratio, with a control signal flat, not every such curve was filed as active; inconclusive means small, poorly fitted or top-dose-only effect, or effect the other way, or a change in a side signal; the % refers to the signal ratio; further: potency means the concentration at half of the fitted maximal effect; on the % scale 0 is the no-effect control and ±100 the full control effect
#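 Read-out is the ratio of GFP to DsRed2 object intensity, acquired by 488 nm laser-scanning cytometry on HeLa lamin A-EGFP minigene reporter cells. Compound incubation 48 hrs at 37 °C in Opti-MEM with 2% FBS; DMSO 0.5% final.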
# Epigenetic derep: regulators of epigenetic silencing causing reporter derepression in mouse cells; AID 1865; murine LDR cells, GFP reporter derepression, 30 h; Potency, µM (top dose mostly 53.9 µM), for inactives: top-dose GFP activation, actives largely listed as activators; hit rate 0.2% among 280,000; further: potency means the concentration at half of the fitted maximal effect; % of control where 0% means no effect; nearly all actives have a fitted effect of over 60% in size
#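 In this reporter-derepression format, murine cells bearing a silenced integrated CMV-GFP locus incubate with test compound (30 h, 37 C), then are washed and imaged; fluorescent objects of 20–120 um count as induced cells.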
# NPSR antagonist: blocks cAMP signaling of the human neuropeptide S receptor | CHO-NPSR cells, cAMP TR-FRET, antagonist mode | Potency, µM (series often up to 38.3 µM), for the others: top-dose activity change, negative = inhibition, most hits filed as inhibitors | hit rate 1% among 220,000 | AID 1461; further: potency means the concentration at half of the fitted maximal effect; on the % scale 0 is the no-effect control and ±100 the full control effect; nearly all actives have a fitted effect of over 50% in size; many of its hits are not listed in these tables
# Target sequence (Q6W5P4 whole entry, looked up): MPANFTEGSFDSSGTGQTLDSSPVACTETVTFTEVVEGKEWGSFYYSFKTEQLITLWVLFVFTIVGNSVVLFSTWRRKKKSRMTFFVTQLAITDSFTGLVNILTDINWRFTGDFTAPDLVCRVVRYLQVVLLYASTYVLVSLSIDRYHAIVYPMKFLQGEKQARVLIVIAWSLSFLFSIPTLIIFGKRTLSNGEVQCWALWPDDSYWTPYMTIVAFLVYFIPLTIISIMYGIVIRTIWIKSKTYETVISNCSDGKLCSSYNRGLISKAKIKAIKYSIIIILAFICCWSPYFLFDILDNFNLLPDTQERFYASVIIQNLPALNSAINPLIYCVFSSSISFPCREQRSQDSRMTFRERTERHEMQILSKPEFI
# CBFb-RUNX1 inh: inhibitors of human CBF-beta and RUNX1 interaction | AlphaScreen CBFb-His/RUNX1-biotin binding, biochemical | Potency, µM (titrated, usually from 59.8 µM), without a hit: at the highest dose activity, negative = inhibition, most hits filed as inhibitors | 230,000 tested, under 10 active | AID 1477; further: % of control where 0% means no effect
#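 AlphaScreen binding: CBFb-His and RUNX1-biotin (30 nM each) preincubated 20 min, compound added for 15 min, then nickel and streptavidin beads for 90 min, all at room temperature. Disruption of the interaction by any mechanism counts as activity.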
# Starred values were filed as active, the others as inactive; u = inconclusive; x = not tested or not shown; & = joins results of further samples; [ ] = remark or other dose. Unless noted, the call rests on the fitted dose curve; in most records, active means well fitted curve in the direction sought with a large enough effect; inconclusive means small, poorly fitted or top-dose-only effect, or another doubt; inactive means no such curve, though single readings can be large; an effect the other way counts as inactive or inconclusive.
# Sequence of screens: Lamin A splicing | NPSR antagonist | CBFb-RUNX1 inh | Epigenetic derep | GLA spleen mod | Luc counter | IMPase Li inh
Cc1ccc(C(c2sc3ncnn3c2O)N2CCCCC2)cc1 (centres undefined)
  5.1% | -3.4%[46.1 µM] | -1.7% | -1.0% | -3.8% | -0.2% | 1.7%
CCOC(=O)N1CCN(c2c(NCc3ccccc3Cl)c(=O)c2=O)CC1
  x | -13.4% | 5.5% | 1.1% | 8.5% | x | x
C#CCCOC(=O)N1C2=NC(C(=O)OC)=C(C(=O)OC)[C@@H]3N(CC=C)c4ccccc4[C@]23C[C@H]1C(=O)OC
  -11.6%[9.22 µM] | 0.0% | 6.7%[13.1 µM] | -4.8% | 16.1%[17.5 µM] | -4.0%[7.66 µM] | -0.9%
CO/N=C(\C)CCN1CCCCc2nc(C)c(C)cc21
  x | x | 6.0%[13.1 µM] | 0.0%[10.1 µM] | -13.1%[17.5 µM] | x | x
CCOc1cccc(/C=N/N2C(=O)CSC2=S)c1O
  u | 2.6% | x | 0.0% | -5.6% | 1.0% | 13.9%
COC/C=C/C1=CC2=CC(=O)C(C)(OC(=O)c3cnc4ccccc4n3)C(=O)C2=CN1C(CO)CO (centres undefined)
  u | 12.8% | 2.4%[13.1 µM] | -3.0% | -0.7%[17.5 µM] | 1.1%[7.66 µM] | 0.5%
O=C(Nc1cccc([N+](=O)[O-])c1)c1[nH]ncc1Cl
  u | 10.8% | -2.0% | -1.0% | 5.0% | -7.8% | -4.7%
O=c1[nH]c(Cl)nc2c1ncn2C1OC(CO)C(O)C1O (centres undefined)
  6.7% | x | x | -5.5% | 6.4% | -3.9% | 7.0%
CC(C)(C)c1ccc(OCC2CO2)cc1 (centres undefined)
  x | x | 3.9%[21.7 µM] | x | 1.2% | x | -11.2%
CC(C)Oc1cccc(C(=O)Nc2ccc(N3CCN(S(C)(=O)=O)CC3)cc2)c1
  7.3% | -2.2%[46.1 µM] | -6.3% | 0.9% | -1.2% | -2.2% | -4.3%[38.3 µM]
COc1cc(C(O)CO)ccc1O (centres undefined)
  -10.3% | -14.7%[46.1 µM] | 2.4% | -1.1% | 7.4% | -4.1% | -7.2%
CC(C)c1nc(SCC(=O)Nc2cccc(S(N)(=O)=O)c2)n[nH]1
  6.6% | -1.9%[46.1 µM] | 0.5% | -1.3% | -0.7% | 7.8% | -10.2%[38.3 µM]
CCN1CCN(c2cc(SC(C)C)nc(-c3ccc(OC)cc3)n2)CC1
  u | 16.3%[46.1 µM] | -6.0% | -1.1% | -4.5% | 1.1% | 16.9%[38.3 µM]
COc1cc2c(cc1OC)CN(CC(=O)Nc1ccc(S(=O)(=O)N(C)C)cc1)CC2
  -6.7%[46 µM] | -3.1% | 7.5% | -0.3% | 0.8% | 7.3% | 10.1%
Cc1ccc(S(=O)(=O)NC(=O)COc2ccccc2C)cc1
  -3.8% | -8.3%[46.1 µM] | 7.0% | 0.0% | 2.4% | 6.8% | 8.6%
CCCCC[C@H](O)/C=C/C1=C(C/C=C\CCCC(=O)O)C(=O)CC1
  x | x | 7.3%&9.3% | 1.1%&0.0% | -11.7%&-4.1% | 2.5% | 3.8%&7.0%
COc1cc(/C=C2\SC(c3ccc(C)cc3)=NC2=O)cc(OC)c1OC
  -15.8% | -21.4%[46.1 µM] | -1.5% | -3.4% | -0.6% | 2.2% | -2.2%
O=S(=O)(NCc1ccccc1)NCc1ccccc1
  8.1%[46 µM] | 5.5% | -10.4% | -1.9% | -2.1% | -3.1% | 1.6%
CCOC(=O)c1cnc2sc3c(n2c1=O)CCCC3
  u | 6.7%[46.1 µM] | 7.1% | -0.8% | u | -1.5% | 3.1%[38.3 µM]
COc1cccc(Nc2nc3ccccc3c(=O)[nH]2)c1
  2.1%[46 µM] | 6.0% | -9.8% | 1.1% | 24.1% | 2.5% | -4.3%
COc1ccc(S(=O)(=O)Nc2ccc3c(c2)OCO3)cc1C
  16.3% | -12.8%[46.1 µM] | -3.3% | 0.0% | 3.7% | 1.6% | 30.6%[38.3 µM]
CN(C)c1ncc(S(=O)(=O)c2ccc(Cl)cc2)c(-c2ccc(Cl)cc2Cl)n1
  18.5% | u | 5.1% | -1.1% | -16.7% | 1.2% | 21.8%[38.3 µM]
N#CC1=C(S)N(c2ccccc2)C(c2ccc(-c3cc(Cl)ccc3Cl)o2)NC1=O (centres undefined)
  -2.5% | -40.0% | -25.4% | 1.0% | 4.2% | 0.8% | -23.5%
Cc1cc2nc(CSc3ccc(Cl)cc3)cc(=O)n2[nH]1
  u | -5.9% | -4.2% | 0.8% | -0.4% | 1.6% | 4.1%
COc1ccc(N2CCN(C(=O)c3cn(C)c(=O)c4c3c3ccccc3n4C)CC2)cc1
  8.7% | -15.0%[46.1 µM] | -10.9% | -0.3% | -2.7% | -4.2% | 2.5%[38.3 µM]
O=C(Cc1cccc2ccccc12)N/N=C/c1ccc(F)cc1
  0.0% | -16.8%[46.1 µM] | -0.9% | 3.7% | 6.9% | 0.3% | 14.6%[38.3 µM]
CNS(=O)(=O)c1ccc(NC(=O)c2ccoc2C)cc1
  x | 10.1% | 2.5% | 2.2% | -3.2% | -15.6% | 1.2%
CC[N+]1(CC(O)COC2CC(C)CC(C)(C)C2)CCOCC1 (centres undefined)
  x | 12.0% | 9.4% | -1.9% | 2.1% | x | x
CN1CCc2c(sc3nc(SCC(N)=O)n(-c4ccccc4)c(=O)c23)C1
  4.4% | -2.8%[46.1 µM] | -13.5% | 1.0% | 1.7% | -2.6% | 29.0%[38.3 µM]
N#Cc1c(-c2ccccc2)nc2n(-c3ccccc3)nc(C(=O)Nc3ccccc3)n2c1=O
  -8.1% | -18.3%[46.1 µM] | -4.6% | 0.0% | 10.4% | -4.4% | 33.2%[activator][38.3 µM]
Cc1ccc(N2C(=O)CC(c3c[nH]c4ccccc34)C2=O)cc1 (centres undefined)
  x | -2.9% | 8.5% | -0.1% | -0.7% | 2.0% | 7.9%
Cc1c(NS(=O)(=O)c2ccccc2)cc(Cl)c(O)c1C
  21.7% | -7.8%[46.1 µM] | -0.1% | -0.8% | -2.6% | 1.5% | 14.6%[38.3 µM]
Cc1cc(C)c(C#N)c(SCc2ccccc2[N+](=O)[O-])n1
  -8.2% | -10.1% | 16.9% | -3.2% | -8.5% | 1.1% | 3.0%
Cc1ccc(CN2CCN(Cc3cc(=O)c4ccccc4[nH]3)CC2CCO)o1 (centres undefined)
  x | 5.1% | 0.3% | 0.1% | -1.6% | -1.3% | 16.1%
CCOC(=O)NC(=O)CSc1ccc2ccccc2n1
  -9.1%[46 µM] | -26.1% | 29.0% | 0.0% | 1.4% | 3.7% | -27.5%
COc1ccc(CCC(=O)OC(C)C(=O)c2ccc(C)cc2)cc1 (centres undefined)
  u | 2.2% | u | -1.9% | -0.8% | -1.2% | -5.8%
Cc1ccc(OCC(=O)NNC(=O)c2cccnc2)cc1
  5.2% | -0.2%[46.1 µM] | 0.0% | -1.3% | 8.8% | -3.3% | -0.1%[38.3 µM]
COc1ccc2[nH]cc(CC(N)C(=O)O)c2c1 (centres undefined)
  x | x | -6.6% | 1.9%&-0.3% | 0.6%&-11.8% | -0.5% | 5.2%&3.4%
O=C(CN1C(=O)COc2ccccc21)N(Cc1cccnc1)Cc1cccc(F)c1
  3.3% | -6.4%[46.1 µM] | -0.8% | -1.0% | -0.4% | -1.2% | 29.7%[38.3 µM]
O=C(NCC1CCCO1)c1cccc(N2CCCC2=O)c1 (centres undefined)
  1.1% | -6.8%[46.1 µM] | 6.2% | 0.0% | -1.4% | -0.7% | 6.9%[38.3 µM]
CC1=C(C(=O)OCC2CCCO2)C(c2ccc(O)cc2)NC(=O)N1 (centres undefined)
  3.9% | 8.6%[46.1 µM] | 0.2% | -0.2% | -6.5% | -2.8% | -10.3%[38.3 µM]
O=[N+]([O-])c1cccc(/C=N/NC2=NCCCCC2)c1
  2.7% | 3.7% | -1.3% | -0.5% | -0.5% | -0.5% | 9.0%
C=CCN(c1ccc(Cl)cc1)S(=O)(=O)c1cccc(C(=O)O)c1
  -5.7%[46 µM] | -16.5% | 3.3% | -0.2% | -1.0% | -0.6% | 0.1%
CC1(C)NC(=O)N(CC(=O)OCC(=O)Nc2sccc2C#N)C1=O
  18.6%[46 µM] | 5.9% | -3.6% | -0.5% | -15.0% | -1.8% | 4.0%
CCC(=O)N1CCN(c2ccc(NC(=S)NC(=O)COc3ccccc3)cc2)CC1
  x | -6.0% | -17.0% | -1.9% | -3.8% | 5.5% | 12.4%
CS(=O)(=O)N(CC(=O)N1CCN(c2ccccc2)CC1)Cc1ccc(Cl)cc1
  u | -10.5%[46.1 µM] | -7.0% | 3.5% | 12.2% | -2.8% | 26.5%[38.3 µM]
Cc1cc(NC(=O)c2cc(-c3cccnc3)nc3c(C)c(C)ccc23)no1
  u | -25.2%[46.1 µM] | 5.5% | -1.1% | 6.3% | 0.0% | 22.4%[38.3 µM]
CCn1c2ccccc2c2nnc(SCC(N)=O)nc21
  -9.1% | 2.3%[46.1 µM] | 1.0% | 0.7% | 6.1% | 3.7% | 25.8%[38.3 µM]
C=CCn1c(Oc2ccc(C(=O)OC)cc2)nc2c1c(=O)n(C)c(=O)n2C
  u | -7.8%[46.1 µM] | -2.2% | 5.2% | -10.5% | x | x
Cc1ccc(S(=O)(=O)N2CCCC(C(=O)NCc3ccco3)C2)cc1Cl (centres undefined)
  -18.0% | -11.8%[46.1 µM] | -0.8% | -2.0% | -2.6% | 2.7% | 3.0%
O=C(c1cccs1)N1CCCC(c2nc(-c3ccc(F)cc3)no2)C1 (centres undefined)
  -11.4% | -10.5%[46.1 µM] | 5.2% | -1.0% | -7.5% | -3.9% | 30.3%[38.3 µM]
CN(CCCNC(=O)c1ccc(/C=N/O)nc1)CCCN(C)Cc1ccccc1
  18.8% | -2.2%[46.1 µM] | -2.5% | 4.6% | 5.8% | -5.8% | -27.9%[38.3 µM]
CCC(=O)Oc1ccc(C/C(=N\O)c2ccc(O)cc2O)o1
  11.4% | -28.3%[46.1 µM] | -10.9% | -5.5% | -0.2% | 1.0% | 9.1%[38.3 µM]
NC(=S)Nc1ccc(F)c(F)c1F
  x | 1.1% | 4.3% | -2.6% | -4.3% | x | x
Cc1cc(C)n(-c2cccc(Cl)c2C#N)n1
  x | 8.7% | 8.2% | 0.7% | 3.7% | x | x
CC(C)(C)NC(=O)CN(C(=O)C1CSC(=O)C1)c1ccc2c(c1)OCCO2 (centres undefined)
  -11.7% | -10.4%[46.1 µM] | 1.4% | -1.1% | -0.8% | 0.7% | 27.6%[38.3 µM]

# An excerpt. The share of hits here may be higher or lower than overall.
